Screening results: PubChem, Broad Institute
PvdQ inh: P. aeruginosa PvdQ acylase inhibitors, primary screen, biochemical, fluorescence, plate reader and imaging, single point; purified PvdQ acylase; inhibition, % at 10 µM; hit rate 0.063% among 340,000; AID 488965, 2010; in the data active = inhibition above about 30%, passing the limit was not always enough; inconclusive = no clear call, values can overlap the other calls;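 also: 0% = vehicle neutral wells and 100% = reference inhibitor wells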
PfHsp90 yeast 2: growth inhibition of PfHsp90-expressing yeast, primary screen, antimalarial PfHsp90 inhibitor project, S. cerevisiae, BacTiter-Glo luminescence, single point, set 2; BacTiter-Glo ATP, 48 h; yeast lacking PDR1 and PDR3 efflux regulators; inhibition, % at 9.4 µM; hit rate 0.32% among 310,000;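 active = every replicate shows inhibition above about 80%, whatever the replicate mean, limit read from the data; inconclusive = mean inhibition reaches the set limit but some replicate falls short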;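 also: 0% = DMSO neutral controls and 100% = 20 µM radicicol positive controls; yeast relying on Plasmodium falciparum Hsp90 in place of its own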
Rtt109 HAT inh: inhibitors of C. albicans Rtt109/Vps75 HAT, primary screen, biochemical, ThioGlo CoA-SH fluorescence, plate reader; Histone acetyltransferase RTT109 (Candida albicans (strain SC5314 / ATCC MYA-2876)), …; purified Rtt109/Vps75, 4 h; inhibition, % at 34.9 µM; hit rate 0.16% among 330,000; AID 540336, 2011;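 active = inhibition of at least 50% in every replicate; inconclusive = best replicate reaches 50% inhibition but some replicates fall short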
SR-BI DiI inh: inhibitors of SR-BI mediated HDL lipid uptake, primary screen, ldlA[mSR-BI] cells, fluorescence, single point. inhibition, % at 12.5 µM. hit rate 0.96% among 320,000. ldlA[mSR-BI] CHO cells, DiI-HDL uptake fluorescence, 3 h. Scavenger receptor class B member 1 (Mus musculus), Q61009;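 active = mean replicate inhibition of at least 70% and a set share of replicates each scoring 70 or more; inconclusive = meets just one of the two criteria; inactive = fails both criteria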;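 also: 0% = median of neutral control wells and 100% = median of positive control wells; values of inactives mirror those of a sister screen read the other way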
NSD2 HMT inh: NSD2 histone methyltransferase inhibitors, primary screen, biochemical, AlphaScreen, single concentration, set 2; NSD2 peptide methylation, 120 min; inhibition, % at 12.5 µM; hit rate 0.54% among 310,000; AID 743445, 2014; in the data active = inhibition above about 50%
Target sequence (O96028 whole entry, looked up): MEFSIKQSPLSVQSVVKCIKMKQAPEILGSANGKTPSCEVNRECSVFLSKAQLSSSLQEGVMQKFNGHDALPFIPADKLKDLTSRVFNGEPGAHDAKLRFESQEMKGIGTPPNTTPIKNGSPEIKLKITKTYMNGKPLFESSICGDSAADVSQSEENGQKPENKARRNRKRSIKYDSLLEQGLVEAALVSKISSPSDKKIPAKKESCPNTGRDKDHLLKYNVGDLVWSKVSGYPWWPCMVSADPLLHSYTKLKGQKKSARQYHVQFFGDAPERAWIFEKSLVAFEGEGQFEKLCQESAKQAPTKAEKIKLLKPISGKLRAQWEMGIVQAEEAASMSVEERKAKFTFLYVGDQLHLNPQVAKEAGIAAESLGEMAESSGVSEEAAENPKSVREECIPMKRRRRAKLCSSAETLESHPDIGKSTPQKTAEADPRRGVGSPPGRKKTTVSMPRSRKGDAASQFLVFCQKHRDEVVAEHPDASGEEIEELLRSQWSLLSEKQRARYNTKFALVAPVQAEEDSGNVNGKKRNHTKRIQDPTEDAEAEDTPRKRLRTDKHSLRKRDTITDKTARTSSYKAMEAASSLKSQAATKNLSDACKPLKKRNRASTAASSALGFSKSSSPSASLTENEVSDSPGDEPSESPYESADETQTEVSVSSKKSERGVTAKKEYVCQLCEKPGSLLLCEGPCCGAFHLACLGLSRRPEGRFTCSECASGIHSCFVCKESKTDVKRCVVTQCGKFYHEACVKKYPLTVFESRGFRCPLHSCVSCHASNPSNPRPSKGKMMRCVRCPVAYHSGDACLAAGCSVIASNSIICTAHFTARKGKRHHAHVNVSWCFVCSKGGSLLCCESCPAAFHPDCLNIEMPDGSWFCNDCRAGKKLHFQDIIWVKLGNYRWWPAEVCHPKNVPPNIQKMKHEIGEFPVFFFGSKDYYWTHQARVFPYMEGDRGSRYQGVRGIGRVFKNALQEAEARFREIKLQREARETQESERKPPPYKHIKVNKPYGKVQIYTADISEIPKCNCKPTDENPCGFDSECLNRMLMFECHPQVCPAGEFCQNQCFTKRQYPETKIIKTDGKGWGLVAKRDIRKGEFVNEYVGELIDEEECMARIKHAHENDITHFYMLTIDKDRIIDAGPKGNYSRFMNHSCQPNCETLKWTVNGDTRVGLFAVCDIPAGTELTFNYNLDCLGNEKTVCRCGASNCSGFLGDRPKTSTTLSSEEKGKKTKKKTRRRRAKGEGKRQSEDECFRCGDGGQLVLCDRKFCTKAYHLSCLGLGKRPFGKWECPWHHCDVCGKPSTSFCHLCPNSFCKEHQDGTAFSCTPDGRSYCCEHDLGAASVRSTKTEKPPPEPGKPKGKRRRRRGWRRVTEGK
dFosB act: activators of delta FosB homodimer, primary screen, biochemical, fluorescence polarization, TAMRA-CDK5 oligo, single point; AID 493131, 2011; activation, % at 25 µM; hit rate 0.99% among 340,000; purified delta FosB; percent of positive-control signal above neutral wells;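 active = mean activation above about 17%, with every replicate also reaching it, limit read from the data, passing the limit was not always enough; inconclusive = only one of the two conditions met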;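 also: fluorescence polarization rise as delta FosB binds a TAMRA Cdk5 AP-1 oligo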
SR-BI DiI-HDL act: activators of SR-BI mediated DiI-HDL uptake, primary screen, ldlA[mSR-BI] CHO cells, DiI fluorescence | 3 h; 100 = double the neutral-control signal | activation, % at 12.5 µM | hit rate 0.096% among 320,000;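 active = mean replicate activation of at least 60% and every replicate at or above 60%; inconclusive = mean or all-replicate condition met, but not both; inactive = mean below 60% and not all replicates reaching 60%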;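 also: 0% = median plate neutral-control signal and 100% = twice that signal; values of inactives mirror those of a sister screen read the other way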
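Test system: SR-BI-overexpressing, LDLR-lacking CHO cells. Measured by: DiI fluorescence, bottom read. Medium: Ham's F12 with 0.5% BSA, HEPES 25 mM, pH 7.4. Timing: 3 h uptake period with compound, 37 °C.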
CAL PDZ FP-1: CAL PDZ peptide-binding inhibitors, primary screen, biochemical, fluorescence polarization, Cer-tagged CAL PDZ, HTS; Golgi-associated PDZ and coiled-coil motif-containing protein (Homo sapiens), Q9HD26; purified CAL PDZ, TMR-peptide fluorescence polarization, 1 h; inhibition, % at 20 µM; hit rate 0.02% among 330,000; AID 504414, 2011;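 active = highest replicate inhibition of at least 40%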;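 also: plate controls were DMSO neutral control wells for no effect and unlabeled competitor peptide control wells for full effect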
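material = purified tagged CAL PDZ domain construct (CerCALP) | buffer or medium = sodium phosphate/NaCl buffer pH 7.4 with TCEP, IgG, Thesit | reagent = TMR-labelled reporter peptide T*-PRC34 bound in PDZ groove | incubation = 1 h room-temperature incubation prior to read | measured by = fluorescence polarization (mP) | evaluation = percent inhibition from loss of millipolarization | control set = unlabelled peptide and DMSO controls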
MITF TRPM1 HTS: activators of MITF-driven TRPM1 promoter reporter, primary screen, cell-based, SK-MEL-5, luciferase, single point. SK-MEL-5 TRPM1-promoter luciferase, 24 h; % of positive control, neutral wells = 0. activation, % at 12.5 µM. hit rate 0.75% among 300,000. AID 588334, 2011;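 active = mean activation of at least 80% with every replicate also reaching 80%; inconclusive = mean reaches 80% but some replicate falls short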;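 also: 0% = neutral control wells and 100% = parthenolide positive control wells; values of inactives mirror those of a sister screen read the other way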
CAL PDZ FP-2: untagged CAL PDZ binding inhibitors, primary screen, biochemical, fluorescence polarization, HTS; hit rate 0.92% among 300,000; inhibition, % at 24.9 µM; purified CAL PDZ, TMR-peptide fluorescence polarization, 1 h; AID 602252, 2012; Golgi-associated PDZ and coiled-coil motif-containing protein (Homo sapiens), Q9HD26;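 active = mean inhibition of at least 30% with at least half of replicates also reaching 30%; inconclusive = no clear call, values can overlap the other calls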;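 also: 0% = DMSO neutral control and 100% = excess unlabeled competitor peptide PRC23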
* marks the source's active call; other numbers are inactive results; ? = inconclusive; · = not tested or not shown; & = joins results of further samples. The order is random. Share with any hit: about 4.3%.

SMILES | PvdQ inh | PfHsp90 yeast 2 | Rtt109 HAT inh | SR-BI DiI inh | NSD2 HMT inh | dFosB act | SR-BI DiI-HDL act | CAL PDZ FP-1 | MITF TRPM1 HTS | CAL PDZ FP-2
COc1ccccc1NC(=O)c1cc([N+](=O)[O-])ccc1NCCN1C(=O)CCC1=O | -7 | 7 | -9 | 20 | · | -5 | -20 | -1.3 | -5 | ·
CC(OC(=O)CN1C(=O)c2ccccc2C1=O)C(=O)NC1(C#N)CCCCC1 (configuration not stated) | 3 | -6 | 10 | -19 | -2 | -11 | 19 | -1.3 | 26 | ·
Cn1ccsc1=NC(=O)c1ccc(Cl)cc1 | -5 | 26 | 5 | 12 | -5 | -3 | -12 | -0.2 | 31 | -4
O=C(NNC(=O)c1ccncc1)Nc1ccc(Cl)cc1 | -8 | 3 | 5 | 9 | 0 | 2 | -9 | -0.3 | 13 | 0
O=C(O)c1ccc(S(=O)(=O)NC2CCCCC2)cc1 | 1 | 15 | 14 | -14 | -1 | 3 | 14 | -1.6 | 4 | 0
CC(C)[C@H](NC(N)=O)C(=O)Nc1cccc(S(=O)(=O)NC2=NCCCCC2)c1 | -7 | 23 | -14 | -6 | 1 | -3 | 6 | -2.1 | -3 | -4
Cc1ccc(NC(=O)CSc2nc3ccccc3c(=O)n2CCCN2CCCCC2)cc1C | -10 | 14 | 26 | 2 | 4 | 1 | -2 | -2.3 | · | -2
Oc1c(Br)cc(Cl)cc1C=Nc1ccc(N2CCOCC2)cc1 | 7 | 4 | 23 | -2 | 3 | 5 | 2 | 0.3 | -4 | 11
O=C(c1ccc2c(c1)C(=O)N(Cc1ccncc1)C2=O)N1CCN(S(=O)(=O)c2ccc(OC(F)(F)F)cc2)CC1 | 5 | 46 | 5 | -23 | 0 | 7 | 23 | -1.0 | · | -5
Cc1ccc(C(=O)NC(=S)Nc2ccc(CN3CCOCC3)cc2)cc1 | -10 | 12 | -7 | -9 | 2 | -3 | 9 | -0.8 | -8 | -1
C=CCn1c(NCc2cc(Cl)ccc2O)nc2ccccc21 | -10 | 2 | -2 | 24 | -6 | -6 | -24 | -0.1 | · | 16
Cc1ccc(C)c2c1cc(C)c1nnc(SCC(=O)Nc3cccc(C(=O)O)c3)n12 | -15 | 5 | 3 | · | 1 | -8 | · | -2.2 | -1 | -6
Cc1c(NC(=S)NC(=O)c2ccc(COc3ccccc3)cc2)cccc1C(=O)O | -14 | -23 | -1 | 7 | 1 | -6 | -7 | 0.2 | 3 | -5
COc1cccc(CNS(=O)(=O)c2c(C(=O)N3CCCCC3)c(C)n(C)c2C)c1 | -7 | -49 | -7 | -17 | 10 | -14 | 17 | -1.9 | -9 | -5
Cc1nnc2ccc(N3CCCC3)nn12 | -8 | -11 | 12 | -22 | -6 | -6 | 22 | 0.2 | 0 | -1
COC(=O)c1ccccc1NC(=O)NCc1cccnc1 | -19 | 11 | 5 | -4 | -3 | 1 | 4 | -1.1 | · | 0
COc1ccc(CNC(=O)C2CCCN(Cc3nc(-c4cccc(C)c4)oc3C)C2)cc1 (configuration not stated) | -9 | -8 | 11 | 12 | -1 | -9 | -12 | -3.4 | -11 | 0
Cc1ccc2c(c1)c1c3n2CCNC3CCC1 (configuration not stated) | -2&-10 | 11&-22 | 14&-2 | -8&3 | 10 | 4&-14 | 8&-3 | -0.2&-1.0 | 12&-2 | -4&-4
O=C(COC(=O)CCN=C1NS(=O)(=O)c2ccccc21)NC1CCCCCCC1 | -9 | 2 | -1 | -11 | · | -5 | 11 | -3.9 | 4 | -2
COC(=O)c1cc(-c2ccc(C)cc2)n[nH]1 | -10 | 8 | 2 | 0 | -2 | -5 | 0 | -3.0 | 15 | -3
Cc1ccccc1N1CCN(C2CCCN(C(=O)CCN3CCCO3)C2)CC1 (configuration not stated) | -17 | 3 | -6 | 4 | 1 | -6 | -4 | -3.0 | 4 | 0
CCOCCn1c(=O)c2c(nc3n2CC(C)CN3Cc2ccccc2)n(C)c1=O (configuration not stated) | -20 | -3 | 0 | -1 | 1 | -2 | 1 | -2.4 | -7 | -4
C=CCC1(CC=C)CCCN1C(=O)c1cc(COc2ccccc2SC)on1 | -19 | 20 | 8 | 29 | 7 | -15 | -29 | -1.7 | -6 | -5
COc1ccc(Nc2ncnc3sc(C)cc23)cc1 | -5 | -17 | -8 | 24 | -1 | -9 | -24 | -1.1 | 68 | 0
Nc1nc(C(=O)N2CCOCC2)nn1S(=O)(=O)c1ccccc1 | -24 | 18 | -4 | -14 | 1 | 2 | 14 | 0.9 | 5 | 2
Cc1csc(NC(=O)c2cn3ccccc3n2)n1 | -4 | 33 | -8 | -8 | -16 | -6 | 8 | -0.5 | -56 | 0
CCc1nc(Nc2ccc3nccnc3c2)c2oc3ccccc3c2n1 | -6 | -4 | -17 | 5 | 48 | ? | -5 | -2.4 | -11 | -3
CCc1ccc(-n2cnc3cc(C(=O)NCC(OC)OC)ccc32)cc1 | -19 | -9 | -1 | 22 | -2 | -8 | -22 | -1.1 | 14 | -5
O=C(O)C1(C(=O)O)CCCC1 | 3 | -18 | -3 | -21 | -2 | 3 | 21 | -0.2 | 0 | 8
O=C(Nc1ccccc1C(=O)N1CCCCCC1)c1ccccc1 | -6 | 18 | 0 | 18 | -5 | -8 | -18 | 0.3 | -8 | -2
CC(C)c1nc2oc3c(NCC4CCCO4)ncnc3c2c2c1CCC2 (configuration not stated) | -22 | · | 0 | 38 | -1 | -41 | -38 | -3.9 | · | -6
C[C@H](NC(=O)c1ccccc1Cl)C(=O)OC(C(=O)Nc1cc(C(F)(F)F)ccc1Cl)c1ccccc1 (some centres not stated) | 6 | -24 | 5 | 4 | 1 | 4 | -4 | -0.5 | -4 | ·
COc1ccc(NC(=O)/C=C/c2cccc(Br)c2)cn1 | 0 | -4 | 19 | 7 | 4 | -15 | -7 | -5.7 | 44 | -4
S=C(Nc1nc2c(s1)CCCC2)NC1CC1 | -15 | -17 | -6 | 13 | -1 | -9 | -13 | -1.7 | 52 | 0
COc1ccc(CCN(C)Cc2ccc(OCc3ccccc3)c(OC)c2)cc1OC | -2 | 4 | 1 | 19 | 7 | 1 | -19 | 0.1 | 23 | -2
COc1cccc(-n2c(Cn3nc(C(F)F)cc3C(F)F)n[nH]c2=S)c1 | -3 | 1 | 2 | -22 | 0 | 0 | 22 | -0.7 | 4 | 1

Nine structures already listed, arranged by heavy-atom count, descending.
SMILES | PvdQ inh | PfHsp90 yeast 2 | Rtt109 HAT inh | SR-BI DiI inh | NSD2 HMT inh | dFosB act | SR-BI DiI-HDL act | CAL PDZ FP-1 | MITF TRPM1 HTS | CAL PDZ FP-2
C[C@H](NC(=O)c1ccccc1Cl)C(=O)OC(C(=O)Nc1cc(C(F)(F)F)ccc1Cl)c1ccccc1 (some centres not stated) | 6 | -24 | 5 | 4 | 1 | 4 | -4 | -0.5 | -4 | ·
COc1ccc(CCN(C)Cc2ccc(OCc3ccccc3)c(OC)c2)cc1OC | -2 | 4 | 1 | 19 | 7 | 1 | -19 | 0.1 | 23 | -2
CCc1ccc(-n2cnc3cc(C(=O)NCC(OC)OC)ccc32)cc1 | -19 | -9 | -1 | 22 | -2 | -8 | -22 | -1.1 | 14 | -5
O=C(Nc1ccccc1C(=O)N1CCCCCC1)c1ccccc1 | -6 | 18 | 0 | 18 | -5 | -8 | -18 | 0.3 | -8 | -2
Nc1nc(C(=O)N2CCOCC2)nn1S(=O)(=O)c1ccccc1 | -24 | 18 | -4 | -14 | 1 | 2 | 14 | 0.9 | 5 | 2
COc1ccc(NC(=O)/C=C/c2cccc(Br)c2)cn1 | 0 | -4 | 19 | 7 | 4 | -15 | -7 | -5.7 | 44 | -4
Cc1csc(NC(=O)c2cn3ccccc3n2)n1 | -4 | 33 | -8 | -8 | -16 | -6 | 8 | -0.5 | -56 | 0
S=C(Nc1nc2c(s1)CCCC2)NC1CC1 | -15 | -17 | -6 | 13 | -1 | -9 | -13 | -1.7 | 52 | 0
O=C(O)C1(C(=O)O)CCCC1 | 3 | -18 | -3 | -21 | -2 | 3 | 21 | -0.2 | 0 | 8

Additional results follow.
SMILES | PvdQ inh | PfHsp90 yeast 2 | Rtt109 HAT inh | SR-BI DiI inh | NSD2 HMT inh | dFosB act | SR-BI DiI-HDL act | CAL PDZ FP-1 | MITF TRPM1 HTS | CAL PDZ FP-2
Cc1ccc(OCCSc2nnc(-c3cccs3)n2C)cc1 | -13 | 4 | -8 | -3 | 0 | -7 | 3 | -0.7 | 10 | 0
N#CCCN1CCN(S(=O)(=O)c2ccc(S(=O)(=O)NC3CCCCC3)cc2)CC1 | -9 | -10 | 2 | -8 | · | -4 | 8 | -0.1 | 1 | 49*
COCC(C)n1c(C)cc(C(=O)COC(=O)c2cnc(Cl)c(Cl)c2)c1C (configuration not stated) | 2 | -25 | 19 | 13 | 2 | -2 | -13 | -0.6 | -5 | -4
Cc1ccc(N(C(=O)CNC(=O)c2ccco2)C(C(=O)NC2CCCCC2)c2ccncc2)cc1F (configuration not stated) | -7 | -77 | -21 | -13 | 4 | -12 | 13 | -3.1 | -3 | 2
Cc1nc2ccc(Br)cn2c1C(=O)N/N=C\c1ccccc1Cl | -1 | -1 | 14 | 10 | 0 | -6 | -10 | -0.2 | 4 | -5
Cc1cccc(N(CC(=O)NC2CCCCC2)C(=O)Cn2nnc(-c3ccc(C)o3)n2)c1 | -3 | -3 | 0 | 52 | 12 | -18 | -52 | -1.2 | -15 | -3
